RMI-FANCM inh – RMI-FANCM interaction inhibition; FP signal (polarization) at 33 µM; AID 1159607; Fluorescence polarization, RMI core complex with F-MM2 peptide; hits give low values; 70,000 compounds, 0.58% hits; in the data active = FP signal below about 40; note: inactives centre near 61; strong numbers were not always called active; unit not given here
Starred values were filed as active, the others as inactive; & = joins results of further samples.

C[C@@H]1CC[C@@]2(NC1)O[C@H]1C[C@H]3[C@@H]4CC=C5C[C@@H](O)CC[C@]5(C)[C@H]4CC[C@]3(C)[C@H]1[C@@H]2C
- RMI-FANCM inh = 53

COc1cc(CCC(C)=O)ccc1OC(=O)N(C)C
- RMI-FANCM inh = 62

CCN1C[C@@]2(COC)C3[C@@H](OC)[C@H]4[C@@H]1[C@]3(C(OC)C[C@H]2O)C1C[C@@]2(O)[C@H](OC(=O)c3ccccc3)C1[C@]4(OC(C)=O)[C@@H](O)[C@@H]2OC (some centres undefined)
- RMI-FANCM inh = 58

O=C(Nc1ccc(Br)cc1C(=O)c1ccccc1)c1ccc2c(c1)OCO2
- RMI-FANCM inh = 63

COC(=O)c1ccc(C(=O)Nc2ccc(Cl)cc2C(=O)c2ccccc2)cc1
- RMI-FANCM inh = 79

Cc1csc(CN2CCN(C(=O)COc3ccc(Cl)cc3Cl)CC2)n1
- RMI-FANCM inh = 62

NC1CCc2cc(O)c(O)cc2C1 (centres undefined)
- RMI-FANCM inh = 61

COc1ccc(C2CCNC2)cc1 (centres undefined)
- RMI-FANCM inh = 73

COc1cc(OC)c(OC)cc1C=O
- RMI-FANCM inh = 64

C[N+](C)(C)CCOC(=O)CBr
- RMI-FANCM inh = 51

C[C@H]1CC[C@]2(NC1)O[C@H]1C[C@H]3[C@@H]4CC[C@H]5C[C@@H](O)CC[C@]5(C)[C@H]4CC[C@]3(C)[C@H]1[C@@H]2C
- RMI-FANCM inh = 62

Cc1cc(C(=O)Nc2ccc(Cl)cc2C(=O)c2ccccc2Cl)n(C)n1
- RMI-FANCM inh = 65

O=C(O)c1cc2ccccc2oc1=O
- RMI-FANCM inh = 60

CN1CCN(c2nc3ccc(O)cc3s2)CC1
- RMI-FANCM inh = 68

CC(=O)Nc1cc([As](=O)(O)O)ccc1O
- RMI-FANCM inh = 65

As entered above.
`Cc1cc(C(=O)Nc2ccc(Cl)cc2C(=O)c2ccccc2Cl)n(C)n1` @ RMI-FANCM inh = 65
`C[C@@H]1CC[C@@]2(NC1)O[C@H]1C[C@H]3[C@@H]4CC=C5C[C@@H](O)CC[C@]5(C)[C@H]4CC[C@]3(C)[C@H]1[C@@H]2C` @ RMI-FANCM inh = 53
`COc1ccc(C2CCNC2)cc1` (centres undefined) @ RMI-FANCM inh = 73
`CCN1C[C@@]2(COC)C3[C@@H](OC)[C@H]4[C@@H]1[C@]3(C(OC)C[C@H]2O)C1C[C@@]2(O)[C@H](OC(=O)c3ccccc3)C1[C@]4(OC(C)=O)[C@@H](O)[C@@H]2OC` (some centres undefined) @ RMI-FANCM inh = 58
`COC(=O)c1ccc(C(=O)Nc2ccc(Cl)cc2C(=O)c2ccccc2)cc1` @ RMI-FANCM inh = 79

(more compounds)
O=c1oc2ccccc2c(O)c1C(c1cccnc1)c1c(O)c2ccccc2oc1=O
- RMI-FANCM inh = 57

Cc1[nH]c2ccccc2c1CN(C)C
- RMI-FANCM inh = 68

O=C(Nc1cccc(Cl)c1)Nc1nc(CC(=O)N2CCN(Cc3ccccc3)CC2)cs1
- RMI-FANCM inh = 57

CN1C(=O)CN=C(c2ccccc2)c2ccccc21
- RMI-FANCM inh = 66

C[N+]1=Cc2cc3c(cc2CC1)OCO3
- RMI-FANCM inh = 53

C[C@H](N)[C@H](O)c1ccccc1
- RMI-FANCM inh = 64

COP(=S)(OC)Oc1ccc(SC)c(C)c1
- RMI-FANCM inh = 55

CC(C)c1cccc(C(C)C)c1O
- RMI-FANCM inh = 57&50&67

O=C(Nc1ccc(OC(=O)N2CCCC2)cc1)N1CCOCC1
- RMI-FANCM inh = 56

ClC(Cl)=C(c1ccc(Cl)cc1)c1ccc(Cl)cc1
- RMI-FANCM inh = 57

CNC(=O)Oc1cccc2c1OC(C)(C)O2
- RMI-FANCM inh = 55

O=C(CN1C(=O)c2ccccc2C1=O)Nc1ccc(Br)cc1C(=O)c1ccccc1
- RMI-FANCM inh = 73

COc1cc2c(cc1OC)C(=O)c1ccc(OC)c(OC)c1OCC(=O)C2
- RMI-FANCM inh = 58

CCCCSP(=O)(SCCCC)SCCCC
- RMI-FANCM inh = 52

COc1c2c(c(CC=C(C)C)c3oc(=O)c(-c4ccc(O)cc4)c(O)c13)OC(C)(C)C=C2
- RMI-FANCM inh = 66

The closing 5 entries of the section above lead into the next.
CNC(=O)Oc1cccc2c1OC(C)(C)O2
- RMI-FANCM inh = 55

O=C(CN1C(=O)c2ccccc2C1=O)Nc1ccc(Br)cc1C(=O)c1ccccc1
- RMI-FANCM inh = 73

COc1cc2c(cc1OC)C(=O)c1ccc(OC)c(OC)c1OCC(=O)C2
- RMI-FANCM inh = 58

CCCCSP(=O)(SCCCC)SCCCC
- RMI-FANCM inh = 52

COc1c2c(c(CC=C(C)C)c3oc(=O)c(-c4ccc(O)cc4)c(O)c13)OC(C)(C)C=C2
- RMI-FANCM inh = 66

CC(=O)NC1CCSC1=O (centres undefined)
- RMI-FANCM inh = 63

O=C(COc1ccccc1F)N1CCN(Cc2nc(-c3ccc(F)cc3)cs2)CC1
- RMI-FANCM inh = 63

c1ccc2cc(CC3=NCCN3)ccc2c1
- RMI-FANCM inh = 56

CCOc1ccc(NC(=O)c2cccn(Cc3cc(C)ccc3C)c2=O)cc1
- RMI-FANCM inh = 50

FC(F)(F)Oc1ccc(NC2=NCCCS2)cc1
- RMI-FANCM inh = 57

CN1CCc2cc3c(cc2C1O)OCO3 (centres undefined)
- RMI-FANCM inh = 54

NC(=O)c1ccc(OCC(O)CN2CC=C(c3ccc(F)cc3)CC2)cc1 (centres undefined)
- RMI-FANCM inh = 61

CCN(CC)CCN(C(=O)Cc1cccc2ccccc12)c1nc2cc3c(cc2s1)OCO3
- RMI-FANCM inh = 79

CC12CN([N+](=O)[O-])C3(C#N)CC1CCC23C (centres undefined)
- RMI-FANCM inh = 65

Cc1ccc(C)c2sc(N3CCNCC3)nc12
- RMI-FANCM inh = 74

CCCCC(=O)Nc1ccc2nc(C)n(-c3ccc(Cl)cc3)c(=O)c2c1
- RMI-FANCM inh = 62

CC12CCC3C(CC=C4CC(O)CCC43C)C1CCC2=O (centres undefined)
- RMI-FANCM inh = 56

COc1cc(C(=O)O)cc(OC)c1OC
- RMI-FANCM inh = 54

CC1(C)C2CC(=O)[C@]3(C)C(CC[C@@]4(C)[C@H](c5ccoc5)OC(=O)C5OC543)[C@@]2(C)[C@@H](O)C[C@H]1O (some centres undefined)
- RMI-FANCM inh = 59

O=P(N=P(O)(c1ccccc1)c1ccccc1)(c1ccccc1)c1ccccc1
- RMI-FANCM inh = 57

The last 7 entries of the section before open the next one:
CC12CN([N+](=O)[O-])C3(C#N)CC1CCC23C (centres undefined)
- RMI-FANCM inh = 65

Cc1ccc(C)c2sc(N3CCNCC3)nc12
- RMI-FANCM inh = 74

CCCCC(=O)Nc1ccc2nc(C)n(-c3ccc(Cl)cc3)c(=O)c2c1
- RMI-FANCM inh = 62

CC12CCC3C(CC=C4CC(O)CCC43C)C1CCC2=O (centres undefined)
- RMI-FANCM inh = 56

COc1cc(C(=O)O)cc(OC)c1OC
- RMI-FANCM inh = 54

CC1(C)C2CC(=O)[C@]3(C)C(CC[C@@]4(C)[C@H](c5ccoc5)OC(=O)C5OC543)[C@@]2(C)[C@@H](O)C[C@H]1O (some centres undefined)
- RMI-FANCM inh = 59

O=P(N=P(O)(c1ccccc1)c1ccccc1)(c1ccccc1)c1ccccc1
- RMI-FANCM inh = 57

CNC(=O)O/N=C\C(C)(C)SC
- RMI-FANCM inh = 58

CCCN(CCC)c1c([N+](=O)[O-])cc(C(F)(F)F)cc1[N+](=O)[O-]
- RMI-FANCM inh = 52

CC(=O)Oc1ccc(/C=C/c2cc(OC(C)=O)cc(OC(C)=O)c2)cc1
- RMI-FANCM inh = 60

CCOP(=O)(CC(N)=O)OCC
- RMI-FANCM inh = 58

CCOP(=S)(OCC)SCCSCC
- RMI-FANCM inh = 61

COc1ccccc1OCC(=O)N1CCN(Cc2nc(C3CC3)cs2)CC1
- RMI-FANCM inh = 61

CN(C)CCC(=O)c1ccccc1
- RMI-FANCM inh = 66

NCCC(O)C(=O)N[C@@H]1C[C@H](N)[C@@H](OC2O[C@H](CN)[C@@H](O)[C@H](O)[C@H]2N)[C@H](OC2O[C@H](CO)C(O)[C@H]2O)[C@H]1O (some centres undefined)
- RMI-FANCM inh = 56

CN1[C@@H]2CC[C@H]1CC(OC1c3ccccc3CCc3ccccc31)C2 (some centres undefined)
- RMI-FANCM inh = 56

O=C(O)CF
- RMI-FANCM inh = 52

Cc1cc(O)ccc1Cl
- RMI-FANCM inh = 54

Cc1o[nH]c(=O)c1CC(N)C(=O)O (centres undefined)
- RMI-FANCM inh = 60

O=C(CCS(=O)(=O)c1ccccc1)Nc1ccc(Br)cc1C(=O)c1ccccc1Cl
- RMI-FANCM inh = 60

O=C(COc1ccc(Cl)cc1)N1CCN(Cc2nc3ccccc3[nH]2)CC1
- RMI-FANCM inh = 62

Nc1ccncc1
- RMI-FANCM inh = 59

CC[C@@H]1[C@@H](OC(C)=O)N2C3C[C@H]1C1C(OC(C)=O)[C@]4(C[C@@H]12)c1ccccc1N(C)[C@@H]34 (some centres undefined)
- RMI-FANCM inh = 59

c1ccc2c(C3=NCCO3)c[nH]c2c1
- RMI-FANCM inh = 63

CNC(C)(C)Cc1ccccc1
- RMI-FANCM inh = 56&64

Oc1ccc2c3c1O[C@H]1c4oc5ccccc5c4C[C@@]4(O)C(C2)N(CC2CC2)CCC314 (some centres undefined)
- RMI-FANCM inh = 53

c1ccc2c(c1)Nc1ccccc1S2
- RMI-FANCM inh = 54&54

O=C(O)CN(CC(=O)O)[N+](=O)[O-]
- RMI-FANCM inh = 55

O=C(CCN1CCCCC1)Nc1ccc(Br)cc1C(=O)c1ccccc1
- RMI-FANCM inh = 69

C[C@]12CCC(=O)C=C1C=CC1C2CC[C@@]2(C)C1CC[C@@]2(O)CCC(=O)O (some centres undefined)
- RMI-FANCM inh = 62

CNC(=O)CSP(=S)(OC)OC
- RMI-FANCM inh = 57

CCC(N)C(O)c1ccc(O)c(O)c1 (centres undefined)
- RMI-FANCM inh = 53

O=c1cccc2n1CC1CC2CN(C(=S)NCc2ccccc2)C1 (centres undefined)
- RMI-FANCM inh = 60

O=S(=O)(c1ccc(Cl)cc1)N1CN2CCN(C2)C1
- RMI-FANCM inh = 57

OC12CCCCC1CNCC2 (centres undefined)
- RMI-FANCM inh = 55

CCc1c(C(=O)OC)ncc2[nH]c3cc(OC)c(OC)cc3c12
- RMI-FANCM inh = 50

N#CCCN
- RMI-FANCM inh = 59

Cc1cc(OC(=O)N(C)C)cc(=O)n1C
- RMI-FANCM inh = 59

Oc1cc(Cl)ccc1Oc1ccc(Cl)cc1Cl
- RMI-FANCM inh = 62

c1ccc2c(c1)[nH]c1cnccc12
- RMI-FANCM inh = 50&56

Cc1cc(O)c(C(=O)Nc2cccc(Cl)c2)c(=O)n1CC1CCCO1 (centres undefined)
- RMI-FANCM inh = 53

O=[N+]([O-])c1ccc(N2CCCCC2)c2nonc12
- RMI-FANCM inh = 74

CC(C)[C@]12O[C@H]1[C@@H]1O[C@]13[C@]1(O[C@H]1C[C@H]1C4=C(CC[C@@]13C)C(=O)OC4)[C@@H]2O
- RMI-FANCM inh = 63

Nc1c(Oc2ccccc2)cc(O)c2c1C(=O)c1ccccc1C2=O
- RMI-FANCM inh = 58

c1cc2c(cc1[C@H]1OC[C@H]3[C@@H]1CO[C@H]3c1ccc3c(c1)OCO3)OCO2
- RMI-FANCM inh = 55

CNC(=O)Oc1ccc(-c2nc(CSc3ccc(Cl)cc3)cs2)cc1
- RMI-FANCM inh = 55

NCCc1cccc(O)c1
- RMI-FANCM inh = 19*

O=C(Nc1nc2ccc([N+](=O)[O-])cc2s1)c1cccn(Cc2ccc(F)cc2)c1=O
- RMI-FANCM inh = 59

CN1CCN(c2ccc(CNS(C)(=O)=O)cc2)CC1
- RMI-FANCM inh = 58&54

Cc1ccc(S(=O)(=O)N2CN3CCN(C3)C2)cc1
- RMI-FANCM inh = 53

CCCC(=O)Nc1ccc2nc(C)n(-c3ccccc3)c(=O)c2c1
- RMI-FANCM inh = 61

CN(C)c1ccc(C=C2C(=O)NC(=S)NC2=O)cc1
- RMI-FANCM inh = 64

COC1=CC(=O)O[C@@H](/C=C/c2ccccc2)C1
- RMI-FANCM inh = 51

CCNCC(O)c1cccc(O)c1 (centres undefined)
- RMI-FANCM inh = 57

C=CCc1cc(OC)c2c(c1OC)OCO2
- RMI-FANCM inh = 58

CCN1C[C@]2(C)CC[C@H](O)[C@]34C1[C@H](C[C@H]23)[C@@]1(O)C[C@H](OC)[C@H]2C[C@@H]4[C@@H]1C2O (some centres undefined)
- RMI-FANCM inh = 57

O=C1Nc2ccc(Cl)cc2C(c2ccccc2Cl)=NC1O (centres undefined)
- RMI-FANCM inh = 59

NNc1ccccn1
- RMI-FANCM inh = 70

O=C1NC(=S)NC(=O)C1=Cc1ccc(-c2ccc(SC(F)F)cc2)o1
- RMI-FANCM inh = 61

O=C(/C=C/c1cccs1)C(=O)Nc1ccc(Br)cc1C(=O)c1ccccc1Cl
- RMI-FANCM inh = 30*

CCc1cc2c(OC(=O)N(C)C)ncnc2s1
- RMI-FANCM inh = 52

CCN1CCN(C(=O)Cc2cccc3ccccc23)CC1
- RMI-FANCM inh = 53

O=c1[nH]c2ccccc2n1C1CCNCC1
- RMI-FANCM inh = 55

CN1CCN(C(=O)O[C@H]2c3nccnc3C(=O)N2c2ccc(Cl)cn2)CC1
- RMI-FANCM inh = 59

O=c1oc2ccccc2c2c1C(c1cccc([N+](=O)[O-])c1)c1c(c3ccccc3oc1=O)O2
- RMI-FANCM inh = 63

O=c1oc2ccccc2c(O)c1C(C[N+](=O)[O-])c1c[nH]c2ccccc12 (centres undefined)
- RMI-FANCM inh = 63

CC(C)OC(=O)Nc1cccc(Cl)c1
- RMI-FANCM inh = 56

OCc1cnc[nH]1
- RMI-FANCM inh = 49

Assay outcomes (PubChem BioAssay)

This is a subset. The share of hits here may be higher or lower than overall.
